# Assay outcomes deposited in PubChem by several laboratories.
# NR2E3 ag-1 – inhibitors of NR2E3-RetCOR corepressor binding, primary screen, NR2E3 agonist project, biochemical, TR-FRET, GST-NR2E3, biotin-RetCOR; AID 2300, 2010; Photoreceptor-specific nuclear receptor (Homo sapiens), Q9Y5X4; 1536-well; 320,000 compounds, 0.12% hits; inhibition of corepressor binding, % at 4.78 µM;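 active means percent inhibition above the cutoff of mean plus 3 SD of all tested compounds, set per screening campaign, cut at about 20% in these data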;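 further: 0% = DMSO wells and 100% = biotin wells as full block of FRET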
# Target sequence (Q9Y5X4 whole entry, looked up): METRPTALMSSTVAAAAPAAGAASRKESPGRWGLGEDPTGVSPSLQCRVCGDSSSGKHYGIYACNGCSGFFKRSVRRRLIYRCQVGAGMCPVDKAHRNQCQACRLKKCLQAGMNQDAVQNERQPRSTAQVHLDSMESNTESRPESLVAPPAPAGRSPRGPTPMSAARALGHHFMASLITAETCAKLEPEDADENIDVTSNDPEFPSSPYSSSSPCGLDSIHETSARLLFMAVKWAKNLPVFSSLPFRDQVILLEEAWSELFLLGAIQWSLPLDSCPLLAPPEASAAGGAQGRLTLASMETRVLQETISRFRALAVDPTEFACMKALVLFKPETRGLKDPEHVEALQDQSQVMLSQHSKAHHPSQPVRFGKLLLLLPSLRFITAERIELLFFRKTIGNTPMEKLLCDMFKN
#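 Material: NR2E3–RetCOR corepressor complex / Incubation: Compound–protein incubation for 5 h at 4 °C / Dosing: compound at 4.8 µM, single dose / Detection: time-resolved FRET / Benchmarks: high control biotin, low control 0.6% DMSO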
# Cardio protect – cardioprotection against H2O2-induced cell death, primary screen, uHTS, H9c2 cells, ATPLite luminescence | protection from H2O2 cell death, % at 20 µM | 360,000 compounds, 0.63% hits | H9c2 cardiomyocytes, H2O2 injury protection, 2 h;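 active means compounds giving at least 50% protection of heart cells from peroxide-induced death in the single-dose screen, raw or plate-pattern-corrected value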;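 further: 0% = DMSO wells with peroxide and 100% = DMSO wells without peroxide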
# Shn3 inh set2 – reduction of Shn3 3'UTR firefly luciferase signal, primary screen, Schnurri-3 inhibitor project, cell-based, Clone20 osteoblasts, set 2 | Clone20 osteoblast Shn3 3'UTR firefly luciferase, 24 h | inhibition, % at 12.5 µM | 360,000 compounds, 0.52% hits | AID 588674, 2011;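 active means mean inhibition of at least 75% with every replicate also reaching 75%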;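 further: 0% = median of neutral control wells and 100% = pilot-screen positive control compound; some compounds past the cut are filed as inactive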
# HIF-2a inh – HIF-2a reporter inhibitors, primary screen, luminescence, 786-0 RCC cells. 786-0 RCC cells HIF-2a reporter, luciferase luminescence, overnight. inhibition, % at 18.8 µM. 360,000 compounds, 0.72% hits. AID 624352, 2012;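 active means inhibition of the luminescence signal of 40% or more relative to plate controls, in a single-dose primary screen at 18.75 µM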
# Peg3 promoter – Peg3 promoter-driven luciferase inhibitors, primary screen, cell-based, HeLa, luciferase luminescence; HeLa PEG-Prom luciferase reporter, overnight; 360,000 compounds, 1.7% hits; inhibition, % at 20 µM;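 active means inhibition of at least 50% at 20 µM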
# MITF TRPM1 inh – inhibitors of MITF-dependent TRPM1 promoter reporter, primary screen, cell-based, SK-MEL-5, single point, luciferase | SK-MEL-5 TRPM1 promoter luciferase, 24 h | inhibition, % at 12.5 µM | 330,000 compounds, 0.83% hits;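 active means mean inhibition across replicates of 60% or more, whatever share of single replicates reaches that level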; further: values of inactives mirror those of a sister screen read the other way
# CaV13 ICDI inh – Disruptors of the CACNA1D IQ motif to Ca2+-dependent inactivation inhibitor domain association, primary screening, Förster resonance energy transfer in intact living …; HEK cells, CFP/YFP FRET ICDI-IQ, plate reader, 10 min; percent FRET-ratio fall versus neutral wells; inhibition, % at 12.3 µM; 340,000 compounds, 0.098% hits; AID 743397;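 active means mean replicate inhibition of at least 30% and at least 1% of replicates passing that level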;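 further: 0% = median of the neutral control wells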
# PDI inh – inhibitors of human PDI, primary screen, biochemical, turbidity, single point, plate reader. Protein disulfide-isomerase (Homo sapiens), P07237. PDI insulin aggregation turbidity, A650, 90 min. inhibition, % at 10 µM. 350,000 compounds, 0.052% hits. AID 588391, 2011;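 active means mean inhibition across replicates of 30% or more, whatever share of single replicates reach that level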;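 further: absorbance from insulin aggregation driven by PDI reduction with DTT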
# Target sequence (P07237 whole entry, looked up): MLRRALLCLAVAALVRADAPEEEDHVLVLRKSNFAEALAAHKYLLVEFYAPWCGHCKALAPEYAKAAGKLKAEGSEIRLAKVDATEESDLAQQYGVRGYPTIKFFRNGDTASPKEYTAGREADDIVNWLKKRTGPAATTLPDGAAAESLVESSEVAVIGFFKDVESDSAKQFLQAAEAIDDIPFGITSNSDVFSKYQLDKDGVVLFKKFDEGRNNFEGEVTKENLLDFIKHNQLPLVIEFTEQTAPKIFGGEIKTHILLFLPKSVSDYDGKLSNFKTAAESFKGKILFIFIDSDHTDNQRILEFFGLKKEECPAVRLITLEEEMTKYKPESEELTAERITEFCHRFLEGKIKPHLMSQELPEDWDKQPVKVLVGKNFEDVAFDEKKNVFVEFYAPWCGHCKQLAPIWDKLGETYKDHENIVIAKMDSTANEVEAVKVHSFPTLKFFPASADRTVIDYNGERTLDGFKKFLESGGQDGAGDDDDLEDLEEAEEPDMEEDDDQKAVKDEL
# m5-HT2A agonist – mouse Htr2a agonists via beta-arrestin recruitment, primary screen, cell-based, luminescence; CHO-K1 mHTR2A beta-arrestin complementation; percent of 30 µM serotonin response; activation, % at 7.6 µM; 360,000 compounds, 0.66% hits; AID 624169, 2012; 5-hydroxytryptamine receptor 2A (Mus musculus), P35363;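 active means activation above a run cutoff, the mean activation of all tested compounds plus 3 SD, cut at about 14% in these data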;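 further: 0% = plate median of compound wells and 100% = 30 µM serotonin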
# iPSC survival up – enhancers of single-cell hiPSC survival, primary screen, ATPlite luminescence; 100% = ROCK inhibitor wells, 0% = DMSO; survival enhancement, % at 20 µM; 360,000 compounds, 0.044% hits; in the data active means survival enhancement above about 18%;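 further: cells exposed to compounds for 16 hours before the ATP read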
# NR2E3 ag-2 – NR2E3 agonists in two-hybrid cells, primary screen, cell-based, luminescence, CHO-S, Gal4-NCOR/VP16-NR2E3; Photoreceptor-specific nuclear receptor (Homo sapiens), Q9Y5X4; luciferase; inhibition of corepressor binding, % at 3.98 µM; 360,000 compounds, 0.35% hits; AID 602229, 2012;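 active means inhibition above the mean of all tested compounds plus 3 SD, cut at about 70% in these data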;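 further: 0% = DMSO with NR2E3 transfected cells and 100% = cells lacking NR2E3 construct; higher means lower luciferase signal from less NR2E3 corepressor binding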
# * hit, by the source's call; nt = no result given.
SMILES,NR2E3 ag-1,Cardio protect,Shn3 inh set2,HIF-2a inh,Peg3 promoter,MITF TRPM1 inh,CaV13 ICDI inh,PDI inh,m5-HT2A agonist,iPSC survival up,NR2E3 ag-2
COc1ccc(-n2c(C)cc(=O)c3c2CC(C)(C)CC3=O)cc1,-1,8,4,0,22,3,nt,5,6,0.5,-28
Cc1ccc(-n2nnnc2SCC(=O)Nc2cccc(NC(=O)c3ccco3)c2)cc1C,1,-7,9,7,33,-1,nt,5,-5,0.8,-6
Cc1cc(CCCCCCCCc2cc(C)cc(=O)o2)oc(=O)c1,0,-1,26,8,3,-2,-6,-6,-3,-0.9,-14
Cc1ccc(Oc2ccc(OCC(=O)NC(CC(C)C)C(=O)O)cc2)cc1 (stereo unspecified),5,-2,-34,19,6,-11,-6,9,1,0.0,10
Cn1c2ccc(F)cc2c2ncn(CCCN(CCO)CCO)c(=O)c21,-3,-2,-10,5,-9,4,-4,-3,-3,0.7,-11
CCN(CC)c1ccc(/C=c2\sc3nnc(-c4ccccc4Cl)n3c2=O)cc1,1,-14,-7,18,20,-12,-3,13,5,0.6,0
C(=Nc1ccc(N2CCOCC2)cc1)c1c[nH]c2ccccc12,-5,3,-27,-105,-44,-19,-13,-4,2,-0.4,-67
CCOC(=O)C1CCCN(S(=O)(=O)c2ccc(C)cc2)C1 (stereo unspecified),-3,2,9,19,4,-9,-4,-5,2,3.5,14
COc1ccc2sc(-c3ccccc3OC)c(-c3ccc(O)cc3)c2c1,2,6,-9,24,17,-2,-8,0,1,-1.9,-2
COC(=O)c1sc(N)c(C(=O)OC)c1COC(=O)[C@@H](NS(=O)(=O)c1cccc(Cl)c1)C(C)C,-1,22,19,35,36,13,nt,-2,-1,0.7,9
N#Cc1ccc(C=NN2CCCCCC2)cc1,nt,-5,-1,-311,-339,-56,-19,0,8,0.2,-35
COc1cccc(C(=O)NCCCNC(=O)c2ccco2)c1,3,-1,-16,5,13,11,-3,7,5,-0.6,16
Cc1[nH]n(-c2nc(-c3cccc([N+](=O)[O-])c3)cs2)c(=O)c1C,3,3,-17,-179,-205,-27,-3,6,-3,0.0,-86
COc1ccc(N(CC(=O)NN=C2CCCCCCC2)S(=O)(=O)c2ccccc2)cc1Cl,5,-2,-1,5,-5,4,-6,3,-5,0.7,-4
CCOc1ccc2[nH]c(=O)c(CN(CCN3CCCC3)C(=S)Nc3ccccc3OC)cc2c1,0,15,27,5,-1,-1,4,4,-1,1.5,-7

# Overlap with the part before: 2 entries, followed by the next part.
SMILES,NR2E3 ag-1,Cardio protect,Shn3 inh set2,HIF-2a inh,Peg3 promoter,MITF TRPM1 inh,CaV13 ICDI inh,PDI inh,m5-HT2A agonist,iPSC survival up,NR2E3 ag-2
COc1ccc(N(CC(=O)NN=C2CCCCCCC2)S(=O)(=O)c2ccccc2)cc1Cl,5,-2,-1,5,-5,4,-6,3,-5,0.7,-4
CCOc1ccc2[nH]c(=O)c(CN(CCN3CCCC3)C(=S)Nc3ccccc3OC)cc2c1,0,15,27,5,-1,-1,4,4,-1,1.5,-7
O=C1c2ccccc2C(=O)N1CCc1nc2ccccc2c(=O)n1Cc1ccco1,4,18,-2,10,14,9,-3,4,1,-0.5,-6
Cc1ccc(Cn2nc(C)c(NC(=O)C3CC3)c2C)cc1,4,3,-11,14,-7,9,-5,-6,0,-2.1,-9
COc1ccc(C(=O)C[n+]2ccccc2/C=N/O)cc1,-1,2,15,-67,-57,7,-4,-3,7,0.7,-2
Cn1c(=O)oc2cc(S(=O)(=O)Nc3ccc(Cl)cc3F)ccc21,0,14,53,-2,6,-8,-2,nt,0,-0.7,-2
O=C1CC(SC(=S)C2CCCC2=O)C(=O)N1 (stereo unspecified),nt,4,-21,9,2,nt,-6,-5,2,7.6,4
CC(=O)N(C)c1cccc(-c2ccc3nnc(C)n3n2)c1,-1,12,3,9,7,-4,-4,3,-2,0.2,-14
CSc1ncccc1C(=O)Nc1cccc(S(=O)(=O)N2CCCCC2)c1,-3,-8,-2,1,14,11,-6,3,-2,-0.5,3
COCCn1c(SCC(=O)Nc2ccccc2F)nc2c(c1=O)SCC2,4,5,4,1,9,-6,-4,7,2,-0.4,-35
O=C(Oc1cccc(C(=S)N2CCOCC2)c1)c1ccccc1,2,1,-2,8,-9,4,-7,0,9,1.1,12
O=C(NCC1CCCO1)c1cc(Br)c(Br)s1 (stereo unspecified),0,-1,5,-39,-30,-11,-3,4,-9,-0.3,-33
Cc1oc2c(C)c3oc(=O)c(CCC(=O)O)c(C)c3cc2c1-c1ccccc1,-1,-4,-12,28,21,2,-19,-2,6,-0.8,-9
O=C(c1ccncc1)N(c1ccc(N2CCOCC2)cc1)C(c1ccccc1)c1nc2ccccc2[nH]1 (stereo unspecified),nt,4,-132,-275,-320,nt,-4,nt,1,-0.7,-119
Cc1ccc(C)c(C(=O)Nc2nc3ccccc3[nH]2)c1,2,-1,-48,-84,-81,-29,-4,-1,5,-0.6,-31
CCc1ccccc1N1C(=O)C2C3CC(=O)C(c4ccccc43)C2C1=O (stereo unspecified),0,-3,3,15,15,12,-5,2,-1,-2.8,16
CC1(C)C(C(=O)O)N2C(=O)C(NC(=O)Cc3ccccc3)C2S1=O (stereo unspecified),1,6,-24,14,9,3,-5,-2,1,-0.5,-4
CCc1nc2ccccc2n1CC(=O)OCC(=O)N(CC(C)C)c1c(N)n(Cc2ccccc2)c(=O)[nH]c1=O,-1,-4,-29,6,15,2,-5,3,5,1.5,7
O=c1[nH]c(SCc2ccccc2Cl)nc2[nH]ncc12,1,4,-22,-56,-63,-16,-5,-7,-6,-0.9,-19
O=C(Cc1cccc2ccccc12)N/N=C/c1ccc(F)cc1,0,-13,5,9,23,-9,-7,-1,-3,-0.8,8
CCOc1ccccc1NC(=O)c1cc(S(=O)(=O)N2CCC3(CC2)OCCO3)ccc1F,3,-7,20,18,18,-3,-9,0,0,0.6,-6
O=C(Cc1cccc(NC(=O)C2CCCN(C(=O)C3CCCCC3)C2)c1)Nc1ccc(C(=O)N2CCOCC2)cc1 (stereo unspecified),nt,1,-11,-1,-12,4,-9,-3,0,-1.7,-17
C/C(=N\NC(=O)c1sccc1-n1cccc1)c1cccs1,1,-4,-16,-168,-82,-32,6,0,-1,1.3,-27
COc1ccc(OC)c(-n2c(-c3ccccc3)n[nH]c2=S)c1,1,4,4,-1,5,24,-4,2,3,-1.4,-7
COc1ccc(F)cc1S(=O)(=O)NC1CCCC1,9,1,13,6,7,-8,nt,-2,-1,-2.5,-35
CCOC(=O)C1CCCN(C(=O)c2ccc(SC(F)(F)F)cc2)CC1 (stereo unspecified),nt,-8,10,7,1,nt,-11,-5,-2,-0.3,-8
COc1cc(NC(=O)c2ccc(NS(=O)(=O)c3c(C)noc3C)cc2)cc(OC)c1,2,-9,12,8,8,6,-1,-2,-1,0.9,12
COC(=O)c1ccc(OC(=O)CCN2C(=O)C3CCCCC3C2=O)cc1 (stereo unspecified),-4,3,5,20,6,11,-3,-2,1,3.9,7
CCCc1nnc(NC(=O)Nc2ccc(OC)cc2)s1,1,-6,-25,-141,-72,-43,-4,3,0,-0.4,-19
Cc1ccc(NC(=O)COC(=O)CN2CCCCCC2=O)c(C)c1,0,7,5,11,4,-1,-2,11,2,-0.1,-4
CCOc1cc(NC(=O)c2ccccn2)c(OCC)cc1NC(=O)c1ccc(OC)cc1,1,-2,6,10,13,19,8,2,3,-1.5,-19
CNC(=O)c1ccccc1Sc1ccccc1C#N,2,5,8,-1,-1,7,-4,-5,2,2.9,19
CCCCn1c(SCC(=O)NC2CCS(=O)(=O)C2)nc2cc(S(N)(=O)=O)ccc21 (stereo unspecified),2,8,-9,10,18,6,-4,-1,-1,0.2,18
CCCCOC(=O)c1ccc(O)cc1,3,8,-22,-72,-94,-22,-12,4,9,-2.8,-32
N/C(Cc1nc2ccccc2s1)=N\O,0,3,-25,-73,-13,-2,-16,7,2,-0.6,-20
CN(C)c1ccc(/C=C(\C#N)C(=O)OCC(=O)N(C)C2CCS(=O)(=O)C2)cc1 (stereo unspecified),-5,0,-8,-81,-81,-7,-5,-3,-7,0.2,11
CCc1nnc(N/N=C/c2cc(Br)c(O)cc2O)n1N,-1,-5,-3,6,-4,11,-2,8,3,-0.7,-10
CC1CCCN(C(=O)COC(=O)Cc2c(F)cccc2Cl)C1 (stereo unspecified),2,0,-51,-28,-119,-59,-4,-4,-3,0.5,1
O=C(COC(=O)c1ccccc1)Nc1ccccc1Sc1ccccc1,-2,-16,7,8,-7,6,-6,-1,-1,-0.3,-4
CCOC(=O)Cc1cc(-c2ccccc2)nc2ccc3ccccc3c12,3,10,-20,-36,5,13,-5,0,-2,3.5,-32
COC(=O)c1cnc(NNS(=O)(=O)c2ccc(C(F)(F)F)cc2)nc1C(F)(F)F,-2,7,0,15,16,5,-4,8,2,-0.5,-24
CCOC(=O)/C=C(\C)Sc1cc(O)c2ccccc2c1O,nt,-16,66,0,38,83*,-19,-5,2,-0.7,3
COc1ccc(C(=O)NCC(=O)OCC(=O)c2ccc3c(c2)OCCO3)cc1,0,-4,12,0,-1,14,-3,17,-2,4.2,-34
OC[C@@H]1CN(Cc2ccncc2)C[C@H](n2cnc3c(N4CCN(c5ccccc5)CC4)ncnc32)O1,nt,-9,83,-3,11,nt,-2,-1,8,-2.4,35
CCN(CC)c1ccc(S(=O)(=O)N2CCCCC2)cc1NC(=O)CSCc1c(C)noc1C,nt,-2,-9,15,19,12,-15,13,7,-0.5,7
Cc1cccc(Nc2nc(N)nc(CCl)n2)c1,2,4,7,-21,35,-9,-4,0,2,-0.6,-29
CCN1C(=O)[C@H]2[C@@H](c3ccc(-c4ccc(F)cc4)cc3)N[C@@](C)(C(=O)OC)[C@H]2C1=O,nt,1,17,-3,-9,11,-11,0,-4,1.2,-37
Cc1ccc(Cn2nnc3c(=O)n(CC(=O)N4CCCc5ccccc54)cnc32)cc1,3,3,20,11,8,1,-6,4,-6,-1.9,-6
CC(C)(O)c1cn(-c2nonc2N)nn1,-3,1,-6,12,0,1,0,-4,-5,0.7,-32
CCOc1cc(CNCc2cccs2)cc(Br)c1OC,1,-17,11,-15,3,1,nt,14,-1,2.2,8
